MEP2-GFP yeast: alters MEP2-GFP fluorescence in TOR pathway yeast screen; S. cerevisiae MEP2-GFP strain, flow cytometry GFP, 3 h; 100% = DMSO control level; GFP response vs DMSO, % at 10 µM; hit rate 0.51% among 330,000; AID 2016;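 active = GFP response versus DMSO above a set limit, roughly screen mean plus 3 SD, cut at about 180% in these data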;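 note: median GFP fluorescence of the barcode-gated MEP2-GFP cells per well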
EBNA-1 inhibitor: blocks EBNA-1 binding to DNA. AID 1950. hit rate 0.34% among 300,000. EBNA-1 DNA binding, fluorescence polarization. inhibition, % at 14.8 µM; in the data active = inhibition above about 28%
AHR act: human AHR activation | P35869 | AHR-responsive luciferase reporter cells, luminescence | activation, % at 5 µM | hit rate 2.5% among 320,000; in the data active = activation above about 47%;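 note: 0% = vehicle wells and 100% = reference agonist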
proCasp7 act: counter-screen: procaspase-7 (human) activation; recombinant procaspase-7, Ac-DEVD-pNA absorbance 405 nm; D23A/D198A/D206A triple mutant, cannot self-cleave; scale: DMSO 0, 5 µM enzyme 100; activation, % at 8.5 µM; hit rate 0.093% among 330,000; P55210;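 active = percent activation above the screen-wide mean plus 3 SD, cut at about 25% in these data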
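Assay system: Uncleavable procaspase-7 mutant enzyme | Input: 2 µM procaspase-7 mutant as dispensed | Timing: 1 h compound preincubation, 2 h substrate cleavage, 25 °C | Repeats: One well per compound | Control set: DMSO wells as 0%, DMSO with 5 µM added PC-7 as 100% | Technique: Epi-absorbance of released pNA at 405 nm, two timepoints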
LAP4-GFP MLPCN: modulators of TOR pathway LAP4-GFP in S. cerevisiae. S. cerevisiae LAP4-GFP multiplex, flow cytometry GFP, 3 h; median GFP as percent of DMSO wells. GFP response vs DMSO, % at 10 µM. hit rate 0.34% among 320,000. AID 2023;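 active = GFP response vs DMSO above a set limit, about the screen mean plus 3 SD, cut at about 150% in these data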
ZTA DNA inh: ZTA (EBV) inhibition in EBNA-1 counter-screen. ZTA-DNA binding, fluorescence polarization. hit rate 0.15% among 320,000. inhibition, % at 11 µM; in the data active = inhibition above about 33%
procasp3 activ: activates human procaspase-3 | activation, % at 8.5 µM | AID 463141 | P42574 | recombinant procaspase-3 D3A, Ac-DEVD-pNA absorbance 405 nm | hit rate 0.11% among 330,000;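 active = activation above the mean of all tested compounds plus 3 SD, cut at about 21% in these data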;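 note: 0% = DMSO alone and 100% = DMSO wells spiked with extra 5 µM PC-3 D3A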
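Test system: Procaspase-3 D3A mutant; medium: Zinc-free HEPES/NaCl buffer with 0.01% Triton X-100 at pH 7.4; reagent: DEVD-pNA substrate; doses: one concentration, 8.5 µM nominal, 0.8% DMSO; times: 1 h preincubation plus 2 h reaction at 25 °C; signal: Epi-absorbance at 405 nm of released p-nitroaniline, 0 and 120 min; replicates: singlicate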
RPL19A-GFP yeast: alters RPL19A-GFP fluorescence in TOR pathway yeast screen | S. cerevisiae RPL19A-GFP strain, flow cytometry, 3 h; stronger effect = lower value | percent response vs DMSO, % at 10 µM | hit rate 0.3% among 330,000;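 active = percent response vs DMSO below 50%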;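 note: median channel GFP fluorescence of the barcoded RPL19A-GFP strain; ratio of sample median GFP to plate DMSO average so 100% = DMSO; lower means less RPL19A-GFP as with rapamycin TOR inhibition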
An asterisk follows results filed as active; / = no result given; [ ] = remark or other dose.

The first three compounds, to show the layout:
SMILES	MEP2-GFP yeast	EBNA-1 inhibitor	AHR act	proCasp7 act	LAP4-GFP MLPCN	ZTA DNA inh	procasp3 activ	RPL19A-GFP yeast
COc1ccc(S(=O)(=O)NCC(=O)NCc2cc(=O)n(C)c(=O)n2C)cc1	102	-26	3	-3	102	-8	-3	99
O=C(CCNc1ccc(F)c(Cl)c1)c1ccco1	102	-2	-1	-16	115	-6	-14	97
CN(C)c1cccc(C(=O)N2CCC(n3nccc3NC(=O)C3CCOC3)CC2)c1 (stereo unspecified)	110	7	0	10	87	5	-3	92

This part in full, from the first entry:
SMILES	MEP2-GFP yeast	EBNA-1 inhibitor	AHR act	proCasp7 act	LAP4-GFP MLPCN	ZTA DNA inh	procasp3 activ	RPL19A-GFP yeast
COc1ccc(S(=O)(=O)NCC(=O)NCc2cc(=O)n(C)c(=O)n2C)cc1	102	-26	3	-3	102	-8	-3	99
O=C(CCNc1ccc(F)c(Cl)c1)c1ccco1	102	-2	-1	-16	115	-6	-14	97
CN(C)c1cccc(C(=O)N2CCC(n3nccc3NC(=O)C3CCOC3)CC2)c1 (stereo unspecified)	110	7	0	10	87	5	-3	92
CN(C)S(=O)(=O)c1ccc(Cl)c(NC(=O)CSc2nc3c(cc2C#N)C(=O)CCC3)c1	107	3	-2	-1	92	10	8	100
Cc1cccc(NC(=O)CNC(=O)C23CC4CC(CC(Cl)(C4)C2)C3)n1	73	-9	7	0	133	-17	-10	72
COc1ccc(CNC(=O)c2cc(S(=O)(=O)N3CCCCC3)ccc2Cl)cc1OC	111	/	1	7	102	/	2	107
COc1ccc(C(=O)/C=C2\Sc3ccccc3N2C)cc1	98	1	50*	-31	108	5	-25	94
COc1cc(OC)cc(C(=O)Nc2ccc(N3CCN(C(=O)c4cccs4)CC3)cc2)c1	96	-6	53*	-4	100	-5	-2	92
O=C(Nc1cccc(S(=O)(=O)N2CCCC2)c1)c1ccncc1	102	-1	2	-2	98	8	5	108
O=C(O)c1ccc(Cl)c(S(=O)(=O)N(Cc2ccccc2)c2ccc(F)cc2)c1	123	2	0	-5	118	7	4	102
COc1ccc2ccccc2c1/C=N/NC(=S)NCCN1CCOCC1	100	1	5	1	109	-20	2	99
CCn1c(SCC(=O)Nc2c(C#N)cnn2-c2ccccc2)nnc1-c1cccs1	93	-4	8	4	108	0	-4	94
Cc1ccc(Nc2ncnc3nc[nH]c23)cc1Cl	104	-3	38	1	98	3	4	101
COc1ccc(N(CC(=O)Nc2ccc(Cl)cc2)S(=O)(=O)c2c(C)n[nH]c2C)cc1	96	-16	11	10	95	-6	1	96
COc1cccc2c1NC(C(=O)O)C1CC=CC21 (stereo unspecified)	105	20	3	-12	106	38*	-5	103
Nc1nc(-c2ccc(Cl)cc2)c(S(=O)(=O)c2ccccc2)s1	105	-1	-1	6	104	-1	-2	102
C=CCNc1nc(N)c([N+](=O)[O-])c(NCc2ccccc2)n1	105	16	12	0	94	2	-6	104
CN1c2ccc(Cl)cc2C(=O)NC1C1CC=CCC1 (stereo unspecified)	102	5	-3	7	110	7	-1	104
O=C(c1ccc(F)cc1)N1CCC(C(=O)N2CCN(c3ncccn3)CC2)CC1	106	/	0	3	94	/	6	102
N#CCC(=O)NNC(=S)Nc1ccccc1C(F)(F)F	108	5	2	-2	89	12	-4	105
COc1cc(/C=N/NC(=O)Cn2ccc(C(F)(F)F)n2)cc(OC)c1OC	104	9	6	10	89	4	3	103
O=C(O)CSc1ccnc2cc(Cl)ccc12	93	-6	1	-1	104	-3	-6	94
CCCCn1c(SCC(=O)NNC(=O)c2ccccc2)n[nH]c1=O	107	/	3	-2	108	/	-3	99
Cc1sc(N)nc1-c1cccs1	97	-14	35	-31	90	-10	-26	100
COC(=O)c1ccc(NC(=O)c2ccccc2N(C)S(C)(=O)=O)cc1	104	3	-1	0	97	3	7	99
CCN1CCN(Cc2ccc(NC(=O)c3ccc(C)c(NC(=O)c4c[nH]c5cc(C(F)(F)F)ccc5c4=O)c3)cc2C(F)(F)F)CC1	/	-10	40	7	/	3	7	/
CCCSc1nc2sc3c(c2c(=O)[nH]1)CC(C)CC3 (stereo unspecified)	103	-15	24	14	118	-3	-2	99
COc1cccc(-n2c(Cc3cc(=O)[nH]c(=O)[nH]3)nnc2SCC(=O)N2CCCCCC2)c1	100	-1	12	-10	97	10	-1	99
CCCC(=O)N(Cc1cc2cc(C)ccc2[nH]c1=O)c1ccccc1OC	94	-7	23	8	94	-15	5	94
O=c1cc(C(F)F)oc2c1ccc1ccccc12	111	-17	13	-1	110	-15	-2	100
O=C(Cc1cccc(NC(=O)C2CCCN(C(=O)CCc3ccccc3)C2)c1)Nc1cccc(C(=O)N2CCCC2)c1 (stereo unspecified)	89	/	0	-3	98	-14	1	97
CC(C)(C)OC(=O)N1CCC(CC2CC(c3ccc(Cl)cc3)=NO2)(C(=O)NCC2CCCCC2)CC1 (stereo unspecified)	92	-9	0	-2	122	0	6	105
CCOC(=O)C1=C(O)C(=O)N(c2ccc(S(N)(=O)=O)cc2)C1c1ccc(OC)cc1OC (stereo unspecified)	101	8	1	-4	97	2	-5	102
Cc1cccc(OCc2nnc(SCC(=O)Nc3ccc(C)c(C)c3)o2)c1	107	12	6	5	98	2	-1	100
O=C(Cc1ccc(S(=O)(=O)N2CCOCC2)s1)NCC(=O)Nc1ccccc1Br	95	-5	2	8	100	-7	6	94
O=C(Nc1ccon1)c1cccc(Cl)c1	99	11	0	4	104	-4	12	99
O=C(c1c(Cl)cccc1Cl)N1CCCCCC1	87	0	5	22	101	-9	4	95
COC(=O)c1c(NC(=O)CN2CCOCC2)sc2c1CCC(C)C2 (stereo unspecified)	101	-2	14	10	99	-1	-4	96
Cc1c(OC(C)C(=O)NC2CC(C)(C)NC(C)(C)C2)ccc2c3c(c(=O)oc12)CCC3 (stereo unspecified)	99	1	1	10	101	-7	-4	103
CCc1noc(C)c1C(=O)N(C)CC(=O)Nc1ccc(Br)cc1C	97	3	4	5	108	10	-10	101
Cc1cc(NS(=O)(=O)c2ccc(NC(=O)/C=C/c3ccc(Br)cc3)cc2)no1	107	11	0	0	98	18	2	107
CC(C)CNC(=O)NC(=O)COc1ncnc2sccc12	102	-2	20	15	99	-10	8	95
CC(=O)c1cccc(OCC(=O)N(C)CC(=O)NCc2ccco2)c1	96	/	2	-24	94	/	-10	93
Cc1cc(C)n(CC2CC(=O)N(c3cc(Cl)cc(Cl)c3)C2=O)n1 (stereo unspecified)	93	1	0	1	96	-7	-1	104
Cc1n[nH]c(=S)n1Cc1ccccc1	97	7	-2	-7	103	-5	1	98
CCN(C(C)=O)c1nc(CCl)cs1	104	-3	1	-3	106	-3	-1	107
COc1cccc2c(=O)c3ccccc3oc12	84	5	9	3	99	-14	1	98
Cc1ccccc1N1CCN(C2CCCN(C(=O)CCC3(C)CC3)C2)CC1 (stereo unspecified)	103	10	-2	-4	116	7	-3	103
COc1cc(NC(C)CCCN)c2ncccc2c1Oc1ccccc1 (stereo unspecified)	118	3	0	-6	108	2	11	104
FC(F)(F)c1nc(SCc2ccc(Cl)cc2Cl)n[nH]1	94	9	1	-6	100	-12	-9	97
COc1ccc(N(CC(=O)N2CCN(c3cccc(C)c3C)CC2)S(=O)(=O)c2c(C)noc2C)cc1	108	-4	1	-7	100	3	1	98
COc1cnc(SC)nc1Nc1ccc(C#N)cc1	103	5	-3	-9	95	13	2	104
CCOC(=O)c1sc2ccccc2c1NC(=O)c1coc2ccccc2c1=O	103	-9	7	5	103	-14	4	100
CC(Cl)C(=O)NN=C(c1ccccc1)c1ccccc1 (stereo unspecified)	105	0	2	5	108	14	0	107
O=C(CNS(=O)(=O)c1cccc2nonc12)NCc1ccc(F)cc1	104	1	2	11	100	5	8	102
Cc1ccc(S(=O)(=O)N(CC(=O)O)Cc2ccccc2F)cc1	102	16	1	3	112	-3	0	105
CCC(C)NCCCOc1cc(Cl)ccc1Cl (stereo unspecified)	609*[may fluoresce violet]	0	1	5	124[may fluoresce violet]	-5	5	42*[may fluoresce violet]
O=C(CSc1nnc(-c2ccoc2)o1)N1CCOCC1	100	-9	2	3	95	-7	2	97
Cc1cc(C(=O)Nc2ccc(C)c(C)c2)n(-c2ccccc2)n1	117	-11	6	-4	100	12	0	93
COc1cccc(C(=O)N(Cc2ccccc2)Cc2cc3cc4c(cc3[nH]c2=O)OCCO4)c1	102	-6	4	-4	95	0	12	/

Going on with the list.
SMILES	MEP2-GFP yeast	EBNA-1 inhibitor	AHR act	proCasp7 act	LAP4-GFP MLPCN	ZTA DNA inh	procasp3 activ	RPL19A-GFP yeast
C#CCOCCOCCOCCNc1nc(N2CCN(C(=O)[C@H]([C@@H](C)O)n3cc(CCCCN)nn3)CC2)nc(N2CCN(C(=O)[C@H]([C@@H](C)CC)n3cc(CCCN=C(N)N)nn3)CC2)n1	92	-6	-3	-2	109	0	5	97
Cc1ccc(OCCC(=O)OCC(=O)NC(=O)c2ccccc2)cc1	82	3	-1	6	100	-2	-4	87
O=C(CSC1=NCCS1)Nc1nc2c(s1)CCCC2	112	7	4	5	124	11	-6	106
CCOC(=O)c1sc2nc(N3CCOCC3)c3c(c2c1N)CCN(Cc1ccccc1)C3	105	-8	1	-14	102	-18	-6	102
CCOc1cccc(C(=O)Nc2ccc(NC(=O)c3ccccc3)c(C)c2)c1	102	0	3	8	88	5	4	92
CCOc1ccc(S(=O)(=O)Nc2cc(OC)c(OC)cc2C(=O)O)cc1	101	-6	0	11	90	-7	-2	95
Nc1nc2nc(-c3ccc(OCc4ccccc4)cc3)cc(C(F)(F)F)n2n1	104	6	-4	3	92	-17	-3	87
COc1ccccc1-c1sc2ccccc2c1C#Cc1ccc(N(C)C)cc1	94	/	36	-60	93	/	-43	95
Cn1cccc1Cc1nnc(SCC(=O)N2CCOCC2)n1-c1ccc(F)cc1	113	5	1	-10	99	2	-4	100
O=C/C(=C\Nc1ccc(Cl)cn1)c1nc2cc(Cl)ccc2o1	103	-10	51*	-15	91	-1	-35	101
CCCc1nnc(SCC(=O)N2CCCCC2C)n1CCOC (stereo unspecified)	91	1	-1	2	113	21	2	97
CN(C)/C=C/C(=O)c1ccc(Cl)s1	105	5	1	-3	102	-8	5	105
Fc1ccc(Cn2nnc(-c3ccc(CN4CCOCC4)cc3)n2)cc1	96	-14	-1	4	101	-1	2	99
COC(=O)c1nc(NC(=S)NC(=O)c2cccs2)sc1C	101	-6	39	-4	76	-2	-2	102
COc1ccc(CN2C(=O)c3ccccc3C2=O)cc1C(=O)N(C)CC(=O)Nc1c(C)cccc1C	92	/	-2	20	97	23	5	93
CS(=O)(=O)Nc1nnc(CCc2ccccc2)s1	105	-9	3	-1	87	-1	4	103
CC(=O)Nc1ccc(S(=O)(=O)c2ccc(C)cc2)cc1	93	3	0	-2	98	2	0	92
O/N=C/c1ccc(-c2ccccc2OC(F)(F)F)o1	457*[may fluoresce violet]	7	7	-3	71[may fluoresce violet]	10	-3	31*[may fluoresce violet]
O=C(c1ccncc1)N1CCN(S(=O)(=O)c2ccccc2F)CC1	96	/	-2	-1	97	/	6	98
O=S1CCCSC1c1cccnc1 (stereo unspecified)	99	9	2	0	88	-3	8	87
O=C(NCc1cccc(Cl)c1)c1ccc(-c2csnn2)cc1	101	-4	-4	1	107	9	-2	99
O=C(Nc1nnc(C2CC2)s1)c1ccccn1	105	3	-2	-6	104	-1	-1	99
C/C(=N\NC(=O)CCCCCNC(=O)c1ccccc1)c1ccccc1O	102	10	14	10	98	18	0	102

Screening data: PubChem, several laboratories

Hits appear at their usual frequency; about 3.8% have a hit in one of these screens.
